p-CIP stab down: p/CIP-EGFP fusion destabilizers, primary screen, fluorescence, F442A cells; decrease of EGFP signal, % at 10 µM; 16 h; AID 1984, 2009; Q05BA5; actives 0.01% (n = 290,000);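 active = EGFP signal decrease of at least 30% at 10 µM or well 3 SD below plate mean, unless failing retest; inactive = the rest, including hits failing retest or dose response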; note: some compounds called inactive have numbers as strong as hits; many of its hits are not listed in these tables
CRFBP-R2 block: antagonists of CRF-BP/CRF-R2 complex, primary screen, cell-based, HEK293, calcium dye fluorescence, uHTS. CRF-induced calcium fluorescence. inhibition, % at 11.8 µM. actives 0.59% (n = 350,000);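 active = inhibition of the ligand-induced calcium signal above about 50% at the single tested concentration, limit read from the data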
CRFBP-R2 agonist: agonists of CRF-BP/CRF-R2 complex, primary screen, cell-based, HEK293, calcium dye fluorescence, uHTS; CRF-binding protein / CRF receptor 2 complex (human); calcium dye fluorescence (FLIPR); percent of saturating CRF peptide response; activation, % at 13.2 µM; actives 0.46% (n = 350,000);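 active = activation of at least 50%, plus an integration ratio under a set limit after plate pattern correction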;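 note: plate controls were neutral control wells without compound for no effect and CRF at EC100 for full effect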
PHOSPHO1 block: PubChem AID 1565; Phosphoethanolamine/phosphocholine phosphatase (Homo sapiens), Q8TCT1; recombinant PHOSPHO1, absorbance phosphatase assay; inhibition, % at 13.3 µM; actives 1.1% (n = 290,000); in the data active = inhibition above about 60%
GalR3 antagonist: GalR3 antagonists in HEK293 cells, primary screen, cell-based, fluorescence readout; inhibition, % at 3 µM; actives 0.44% (n = 360,000); Galanin receptor type 3 (Homo sapiens), O60755; HEK293 GalR3-CNG cAMP membrane potential fluorescence; galR3 body fused to GalR1 C-terminus;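 active = inhibition above the screen-wide average plus 3 SD, cut at about 13% in these data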;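 note: forskolin and galanin both at EC90 stimulate the cells; cAMP rise reported by CNG channel membrane potential dye signal; 0% = forskolin plus galanin with DMSO and 100% = forskolin alone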
MEKK3 PB1 HTS: modulators of MEKK3-MEK5 PB1 binding, primary screen, biochemical, wildtype MEKK3, multiplex bead flow cytometry, Alexa488-MEK5; Mitogen-activated protein kinase kinase kinase 3 (Homo sapiens), Q99759; bead-based flow cytometry, Alexa488-MEK5 binding to MEKK3; actives lie on both sides; 0 = blocked by unlabeled MEK5, 100 = vehicle; binding response (% of control), % at 10 µM; actives 1.4% (n = 290,000);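 active = binding response more than 3 SD above or below the average of its plate-row segment, actives on both sides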;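 note: Alexa488 bead fluorescence after subtracting the streptavidin-only scavenger bead signal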
IDE cell inh: human IDE inhibitors in live cells, primary screen, fluorescence polarization, HEK cells, FAbetaB substrate; Insulin-degrading enzyme (Homo sapiens), P14735; FAbetaB cleavage; inhibition, % at 5.59 µM; actives 0.41% (n = 320,000); AID 434962, 2010;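 active = percent inhibition above the average of all tested compounds plus 3 SD, set per screening campaign, cut at about 16% in these data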;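 note: IDE supplied by intact live HEK cells; FP after avidin binding of uncleaved biotin substrate so inhibition keeps polarization high; 0% = DMSO wells and 100% = 60 µM reference IDE inhibitor Ii1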
Target sequence (P14735 whole entry, looked up): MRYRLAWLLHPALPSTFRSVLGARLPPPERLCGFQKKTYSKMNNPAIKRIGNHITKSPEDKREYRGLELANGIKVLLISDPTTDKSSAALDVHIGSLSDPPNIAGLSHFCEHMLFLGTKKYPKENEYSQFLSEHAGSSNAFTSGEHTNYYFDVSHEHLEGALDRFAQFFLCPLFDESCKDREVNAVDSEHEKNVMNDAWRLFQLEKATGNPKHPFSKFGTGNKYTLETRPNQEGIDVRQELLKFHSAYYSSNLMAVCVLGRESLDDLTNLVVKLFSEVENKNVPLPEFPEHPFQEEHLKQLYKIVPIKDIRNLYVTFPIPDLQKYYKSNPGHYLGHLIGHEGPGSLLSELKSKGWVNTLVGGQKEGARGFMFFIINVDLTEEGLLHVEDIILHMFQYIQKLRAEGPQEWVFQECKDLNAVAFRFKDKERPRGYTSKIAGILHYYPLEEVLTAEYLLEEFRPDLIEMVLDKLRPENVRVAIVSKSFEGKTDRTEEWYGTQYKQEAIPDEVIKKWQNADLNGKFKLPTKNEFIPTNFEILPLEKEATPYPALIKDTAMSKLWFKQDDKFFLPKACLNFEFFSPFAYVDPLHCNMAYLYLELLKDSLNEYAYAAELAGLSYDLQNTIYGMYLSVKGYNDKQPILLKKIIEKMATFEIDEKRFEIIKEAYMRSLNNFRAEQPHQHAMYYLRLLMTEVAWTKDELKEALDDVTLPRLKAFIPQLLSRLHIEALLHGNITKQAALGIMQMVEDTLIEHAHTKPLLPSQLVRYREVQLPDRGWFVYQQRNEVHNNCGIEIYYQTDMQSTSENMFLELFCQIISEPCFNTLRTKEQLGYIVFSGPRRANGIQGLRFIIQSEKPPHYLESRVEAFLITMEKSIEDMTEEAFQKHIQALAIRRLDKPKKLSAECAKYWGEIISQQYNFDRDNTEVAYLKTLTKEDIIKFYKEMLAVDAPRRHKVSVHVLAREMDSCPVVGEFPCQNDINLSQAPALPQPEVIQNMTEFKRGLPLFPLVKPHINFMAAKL
IDE cell activ: human IDE activators in live cells, primary screen, fluorescence polarization, HEK cells, FAbeta-B substrate | Insulin-degrading enzyme (Homo sapiens), P14735 | FAbeta-B cleavage; 0% vehicle, 100% cell-free pure enzyme wells | activation, % at 5.96 µM | actives 0.073% (n = 340,000) | AID 493087, 2011;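 active = activation above the mean of all tested compounds plus 3 SD, set per screening campaign, cut at about 17% in these data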
CHRM4 PAM: human M4 muscarinic receptor positive allosteric modulators, primary screen, CHO-K1 cells, Fluo-8 calcium fluorescence; Muscarinic acetylcholine receptor M4 (Homo sapiens), P08173; CHO-K1 hM4/Gqi5, ACh EC20; 0% = ACh EC20, 100% = maximal ACh; activation, % at 3 µM; actives 0.4% (n = 360,000); AID 624126, 2012;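 active = activation above its plate's cutoff, the mean activation of sample wells plus 3 SD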; note: some results filed as inactive read as strong as hits
Numbers without * were called inactive; . = not tested or not shown.

No.	CHRM4 PAM	GalR3 antagonist	CRFBP-R2 agonist	MEKK3 PB1 HTS	IDE cell inh	p-CIP stab down	IDE cell activ	PHOSPHO1 block	CRFBP-R2 block	structure
1	-6	-2	-1.1	88	0	-7	4	-15	-10	COc1ccc(Nc2nc(N)nc(CN3CCc4ccccc4C3)n2)cc1
2	-1	-5	-0.9	104	0	-12	-2	-19	5	CN1C(C)(C)c2ccccc2OS1(=O)=O
3	-7	-4	-1.8	101	0	1	6	44	10	CC1CCCC(C)N1C(=O)C1CC(c2ccc(F)cc2)=NO1 (stereo unspecified)
4	-3	0	4.2	95	-3	-7	8	33	-3	CCOC(=O)c1c(S(=O)(=O)NCCc2cccs2)c(C)n(C)c1C
5	14	-5	0.6	101	-3	-10	-2	15	0	O=C(NCCC(=O)N1CCN(c2ncccn2)CC1)c1ccccc1
6	9	-7	-0.5	100	-2	0	4	49	0	COc1ccccc1NC(=O)NCC1(N(C)C)CCCCC1
7	3	2	-2.1	87	4	-5	3	-1	-8	CCS(=O)(=O)c1nc2ccccc2n1CC(=O)N1CCCCC1
8	8	-5	-3.2	99	4	-2	8	-7	7	CCCN(CC(=O)Nc1cccc(S(N)(=O)=O)c1)CC(=O)Nc1ccc(F)c(F)c1F
9	-2	-4	2.3	95	-2	-3	.	3	4	NC(=O)CSc1nnc(-c2cnccn2)n1Cc1ccco1
10	4	3	1.9	103	5	-7	2	53	2	CN(C)c1ccc(C2Nc3ccccc3C(=O)N2CCCN2CCOCC2)cc1 (stereo unspecified)
11	16	-3	-0.6	96	2	-2	4	14	-2	COc1ccc(C(C(C(=O)c2ccco2)N2CCOCC2)N2CCOCC2)cc1 (stereo unspecified)
12	5	-3	0.2	101	1	11	1	26	4	CCCC(=O)N1CCc2[nH]c3ccccc3c2C1
13	7	-8	2.8	101	2	-16	-11	14	-27	Cc1ccccc1NCC(=O)N/N=C/C(Br)=C/c1ccccc1
14	12	0	-2.1	.	-4	.	-1	.	-14	Fc1ccc2cnc(-c3ccccc3F)cc2c1
15	7	-4	13	90	5	4	6	7	11	Cc1cc(-c2csc(N)n2)c(C)n1-c1ccccc1
16	0	-4	0.0	.	.	.	5	.	3	C=C(C1=CCN(S(=O)(=O)C(C)(C)C)[C@H]1CCO)c1ccccc1
17	9	-5	-1.9	95	-2	2	4	-17	4	O=C(COC(=O)c1cc(S(=O)(=O)N2CCOCC2)cs1)c1ccccc1
18	-4	-10	0.3	100	-1	0	4	27	-5	CCOc1ccc(-c2noc(CCCC(=O)NC3CCCCC3)n2)cc1OC
19	-3	-5	-3.0	100	8	-8	-4	-7	20	Cc1cc2c3c(c1)C(C)(c1ccccc1)CC(C)(C)N3C(=O)C21C(C#N)=C(N)OC2=C1C(=O)CC(C)(C)C2 (stereo unspecified)
20	9	12	-0.1	.	-3	.	2	.	4	O=C(OCc1nc2ccsc2c(=O)[nH]1)c1ccc(Cl)nc1
21	-16	1	13	95	6	1	10	53	27	O=C(CC1C(=O)N(c2ccccc2)C(=O)N1Cc1ccco1)Nc1ccccc1 (stereo unspecified)
22	11	-2	-2.0	105	-9	-14	4	77*	-2	COc1cc(C(c2nnnn2C2CCCC2)N2CCc3ccccc3C2)ccc1O (stereo unspecified)
23	4	-6	-3.5	97	6	0	2	44	5	Cc1cccc(NC(=O)C2CCN(S(=O)(=O)c3c(C)noc3C)CC2)c1
24	1	-10	-1.9	100	3	-3	3	20	3	Cc1c(/C=N/O)c2ccccn2c1C(=O)c1ccc(F)cc1
25	4	-2	-0.5	96	1	5	0	81*	6	COC(=O)c1ccc(-n2nnnc2SC)cc1
26	-3	1	1.1	104	-4	-5	0	-2	10	CCOC(=O)C(=O)NNc1ccc(Cl)cc1
27	7	-1	-0.4	96	-2	-6	2	3	18	O=C(c1ccccc1)n1ccc2ccccc21
28	2	.	-2.1	101	4	-3	-2	44	10	COc1ccc(CNC(=O)C2CCCN(c3ncnc4c3nc3n4CCCCC3)C2)cc1 (stereo unspecified)
29	-10	1	-1.0	103	5	-4	-2	0	-11	COc1cccc(C(=O)N(Cc2ccco2)Cc2cc3cccc(C)c3[nH]c2=O)c1
30	5	-2	-3.4	.	1	.	0	.	-5	CCOc1ccc(/C=N/NC(=O)Cc2ccccc2)cc1CN1CC2CC(C1)c1cccc(=O)n1C2 (stereo unspecified)
31	-2	-7	-0.4	104	5	-4	-8	37	-11	O=C1CCC(=O)N1c1ccc(S(=O)(=O)Nc2cccc(Br)c2)cc1
32	8	-3	-1.4	98	4	-11	1	15	5	C=CCOC(=O)C1=C(C)Nc2ncnn2C1c1cccs1 (stereo unspecified)
33	9	-6	-1.0	103	-4	4	.	28	-4	O=C(Nc1ccc2[nH]c(=O)[nH]c2c1)c1ccc(Cl)c(Cl)c1
34	-15	-3	-1.7	106	-4	5	4	12	6	COc1ccc(N2CCN(C(=O)CCCN3C(=O)c4cccc5cccc(c45)C3=O)CC2)cc1
35	3	-5	-1.0	104	-1	1	4	29	5	CC(C)C[C@@H](C(=O)N[C@@H](C(=O)O)c1ccccc1)N1C(=O)N2CCc3c([nH]c4ccccc34)[C@@]2(C)C1=O
36	-10	2	-3.8	.	.	.	-9	.	1	O=C(COc1ccc(Br)cc1CO)Nc1ccc(S(=O)(=O)N2CCCC2)cc1
37	-2	-7	-0.3	102	-1	6	3	10	-2	CCSc1nnc(CCNS(=O)(=O)c2ccc(C(C)=O)cc2)n1C
38	0	-3	-9.8	105	3	29	6	44	-10	CSc1ccccc1C(=O)N1CCN(c2cccc(Cl)c2)CC1
39	-4	-4	-0.9	107	1	-4	-3	-2	0	COC(=O)[C@@H](NCc1cccc(CN[C@H](C(=O)OC)c2ccccc2)c1)c1ccccc1
40	-3	-5	2.4	102	6	-3	-2	-15	-3	CCN(CC)c1ccc(C(=O)O)cc1
41	3	1	-0.7	.	.	.	.	.	5	CC1C(=O)N(Cc2cn(Cc3ccco3)nn2)CCS(=O)(=O)N1Cc1ccc(-c2ccccc2)cc1 (stereo unspecified)
42	15	7	-5.6	97	5	3	1	-27	14	C=CCN(CC=C)C(=S)NC(=O)Cc1cccc2ccccc12
43	0	-5	1.1	101	0	-7	5	0	46	Cc1nn(C)c(Cl)c1NC(=O)OCc1ccccc1
44	-3	-7	-1.5	103	6	5	-24	7	-1	CN(C)c1ccc(/C=C/C=N/Nc2nc(N3CCOCC3)nc(N3CCOCC3)n2)cc1
45	6	0	1.5	101	0	-14	-5	18	-16	CN(C)S(=O)(=O)c1ccc(NC(=O)c2ccccn2)cc1
46	-2	1	-0.8	104	4	9	1	16	9	O=C(CN1CCN(c2ccc(F)cc2)CC1)Nc1cccnc1Cl
47	-2	-8	1.2	103	9	-5	5	24	-9	CCC(CO)NCc1ccc(OCC(O)c2ccccc2)c(OC)c1 (stereo unspecified)
48	3	-6	0.4	99	5	-11	-3	32	-5	O=C(Nc1nncs1)c1cc(S(=O)(=O)N2CCOCC2)ccc1Cl
49	-1	-5	1.2	99	6	-2	3	19	11	COc1cccc(CN2CCN(C(=O)c3ccco3)CC2)c1
50	7	-2	-0.3	.	3	.	2	.	-4	Cc1cccc(C(=O)O[C@@H]2[C@H](Cc3ccccc3)NS(=O)(=O)[C@H]3C[C@@H]4C=C[C@]23O4)c1
51	0	-3	-0.4	98	6	1	1	-6	-11	Cc1ccc(OC(=O)c2cncc(Br)c2)c(C)c1
52	0	-5	0.2	96	5	-5	3	33	-1	Cc1cc(=O)[nH]c(N)n1
53	.	.	.	101	0	-6	.	49	.	Cn1c(=O)c2c(ncn2CC(=O)N/N=C/c2c[nH]c3ccccc23)n(C)c1=O
54	-3	-9	0.8	108	2	5	0	14	12	O=C(c1ccccc1)N(Cc1ccccc1)Cc1ccccc1
55	-4	4	0.7	.	.	.	.	.	9	CCOc1ccc(C(=O)N[C@H](C(=O)N2CCN(c3ncccn3)CC2)C(C)C)cc1
56	-5	-10	-3.3	100	.	8	-1	-7	-6	O=C(Nc1cc(Cl)ccc1Cl)C1Cc2ccccc2O/C1=N\O (stereo unspecified)
57	7	-4	-1.3	99	2	-5	3	-2	-15	C/C(=N/NC(=O)Nc1ccccc1)c1ccc(C)cc1
58	1	-7	1.0	105	0	-3	2	30	4	Cc1ccc(NC(=O)C(=O)c2ccc(C)cc2)cc1
59	7	-3	-1.0	102	-3	-5	7	-4	-1	Cn1c(N2CCN(C(=O)NCc3ccccc3)CC2)nc2ccccc21
60	0	-3	0.3	102	6	-2	-2	-4	-4	CC(=O)c1c(C)[nH]c(C(=O)NC(C)c2ccccc2)c1C (stereo unspecified)

Pulled by structure from the list above, 5 records:
No.	CHRM4 PAM	GalR3 antagonist	CRFBP-R2 agonist	MEKK3 PB1 HTS	IDE cell inh	p-CIP stab down	IDE cell activ	PHOSPHO1 block	CRFBP-R2 block	structure
41	3	1	-0.7	.	.	.	.	.	5	CC1C(=O)N(Cc2cn(Cc3ccco3)nn2)CCS(=O)(=O)N1Cc1ccc(-c2ccccc2)cc1 (stereo unspecified)
59	7	-3	-1.0	102	-3	-5	7	-4	-1	Cn1c(N2CCN(C(=O)NCc3ccccc3)CC2)nc2ccccc21
42	15	7	-5.6	97	5	3	1	-27	14	C=CCN(CC=C)C(=S)NC(=O)Cc1cccc2ccccc12
46	-2	1	-0.8	104	4	9	1	16	9	O=C(CN1CCN(c2ccc(F)cc2)CC1)Nc1cccnc1Cl
53	.	.	.	101	0	-6	.	49	.	Cn1c(=O)c2c(ncn2CC(=O)N/N=C/c2c[nH]c3ccccc23)n(C)c1=O

Remaining list, next part:
No.	CHRM4 PAM	GalR3 antagonist	CRFBP-R2 agonist	MEKK3 PB1 HTS	IDE cell inh	p-CIP stab down	IDE cell activ	PHOSPHO1 block	CRFBP-R2 block	structure
61	-6	-3	1.1	98	-2	-17	3	27	6	COCCC1CCCCN1C(=O)c1cc(COc2cccc(C(C)=O)c2)on1 (stereo unspecified)
62	11	-5	0.1	99	-3	-11	4	22	-11	O=C(Cn1c(=O)[nH]c2sc3c(c2c1=O)CCCC3)NCC1CCCO1 (stereo unspecified)
63	-16	-1	1.9	93	3	8	1	26	-13	Cc1ccc(NC(=O)CN2CCc3cc4c(cc3C2C)OCCCO4)cc1 (stereo unspecified)
64	1	-4	-1.7	103	-1	-13	1	-87	-9	CC1(C)CC(=O)C2=C(C1)OC(N)=C([N+](=O)[O-])C2c1ccc(C#N)s1 (stereo unspecified)
65	4	-2	-0.8	95	-1	-4	2	-11	6	CC1CCCCN1C(=O)Cn1cc(C#N)c2ccccc21 (stereo unspecified)
66	20	.	0.3	100	2	-1	-1	-3	-2	COC1(OC)N=C(NC(=O)Nc2ccccc2)C2(C#N)C(c3ccccc3)C12C#N (stereo unspecified)
67	-3	-1	-0.7	104	-1	-4	1	20	-2	N#Cc1c(-c2ccccc2)ccn(Cc2ccc(Cl)cc2)c1=O
68	0	0	0.0	101	1	.	1	.	-1	O=C(NCc1nc2ccccc2[nH]1)C1=C[C@H](c2ccc(C(F)(F)F)cc2)C[C@H](OCCCCO)O1
69	16	1	-0.1	101	-5	-29	3	23	-2	Cc1ccccc1OCc1nc2ccccc2c(=O)n1NC(=O)c1ccco1
70	-8	-4	-0.6	105	-6	6	1	23	3	Cc1onc(-c2ccccc2)c1C(=O)Nc1ccc(S(=O)(=O)NC2=NCCCCC2)cc1

Source: PubChem (several laboratories)
